High-throughput results from PubChem BioAssay.
GLP1R cytotox: cytotoxicity in counter-screen for GLP-1R inverse agonists; HEK293 cAMP-luciferase reporter cells, luminescence, 24 h; Potency, µM (doses to about 38.3 µM), without a hit: top-dose activity change, negative = inhibition, actives largely listed as inhibitors; 410,000 compounds, 0.13% hits;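 note: loss of luciferase light is scored as toxicity; potency is the fitted concentration of half-maximal effect; % is set by controls: 0 for no effect and ±100 for the full control effect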
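A 23 nL compound transfer followed 12 hours of cell culture at 37 deg C; exposure then lasted 24 hr. Luciferase assay detection reagent was dispensed and plates read for luminescence after a 12 min room-temperature wait.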
FUS suppressor: rescues growth of FUS-expressing yeast. S. cerevisiae FUS-expressing, growth rescue, OD600, 24 h. Potency, µM (titrated, usually from 76.6 µM), inactives show at the top dose growth rescue (activation), hits mostly activators. 390,000 compounds, 0.24% hits. AID 1347120;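 note: potency is the fitted concentration of half-maximal effect; plate controls were DMSO vehicle for no effect and reference control for full effect; nearly all actives have a fitted effect of over 55% in size; some results filed as inactive show a strong effect at the top dose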
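Cultures pregrown in 2.5% raffinose medium are shifted to minimal medium containing 2% galactose to express toxic FUS. Compounds are tested at several concentrations. After 24hr at 30C, growth is quantified at 600 nm absorbance.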
Abeta yeast res: restores growth of yeast expressing A-beta42 peptide; AID 1347071; yeast expressing A-beta42, growth rescue, OD600, 48 h; response scale: 0% DMSO, 100% iron-clioquinol control; 410,000 compounds, 0.063% hits; Potency, µM (doses to about 46.1 µM), for inactives: at the top dose growth rescue, usual class: activators; note: potency is the fitted concentration of half-maximal effect; nearly all actives have a fitted effect of over 55% in size
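Yeast growth medium received pinned compounds, then yeast cells expressing toxic A-beta were added; plates incubated at 30 C for 48 hr. Growth read as absorbance at 600 nm, normalized to DMSO and equimolar FeCl3 plus clioquinol controls.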
MmCpn inh: inhibitors of Methanococcus maripaludis chaperonin (MmCpn). purified Mm-Cpn ATPase, ADP Transcreener TR-FRET. Potency, µM (highest dose often 76.9 µM), for inactives: at the highest dose activity, negative = inhibition, hits mostly inhibitors. 330,000 compounds, 0.031% hits. AID 504842; note: potency is the fitted concentration of half-maximal effect; % is set by controls: 0 for no effect and ±100 for the full control effect; nearly all actives have a fitted effect of over 80% in size
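ATPase turnover read by TR-FRET ADP competition (Eu cryptate antibody/ADP-d2, 665/590 nm): 10uM ATP final, 25nM Mm-CPN final, 30 min 37degC after 10-min compound preincubation, pH 7.4 Tris/KCl/MgCl2/DTT buffer.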
GLP-1R inv ag: inverse agonists of human GLP-1 receptor | P43220 | HEK293 GLP-1R CRE-luciferase, luminescence, 24 h; GLP-1R form is constitutively active | Potency, µM (top dose mostly 38.3 µM), without a hit: at the highest dose activity change, negative = inhibition, usual class: inhibitors | 410,000 compounds, 1.6% hits; note: potency is the fitted concentration of half-maximal effect; % is set by controls: 0 for no effect and ±100 for the full control effect; nearly all actives have a fitted effect of over 55% in size
Target sequence (P43220 whole entry, looked up): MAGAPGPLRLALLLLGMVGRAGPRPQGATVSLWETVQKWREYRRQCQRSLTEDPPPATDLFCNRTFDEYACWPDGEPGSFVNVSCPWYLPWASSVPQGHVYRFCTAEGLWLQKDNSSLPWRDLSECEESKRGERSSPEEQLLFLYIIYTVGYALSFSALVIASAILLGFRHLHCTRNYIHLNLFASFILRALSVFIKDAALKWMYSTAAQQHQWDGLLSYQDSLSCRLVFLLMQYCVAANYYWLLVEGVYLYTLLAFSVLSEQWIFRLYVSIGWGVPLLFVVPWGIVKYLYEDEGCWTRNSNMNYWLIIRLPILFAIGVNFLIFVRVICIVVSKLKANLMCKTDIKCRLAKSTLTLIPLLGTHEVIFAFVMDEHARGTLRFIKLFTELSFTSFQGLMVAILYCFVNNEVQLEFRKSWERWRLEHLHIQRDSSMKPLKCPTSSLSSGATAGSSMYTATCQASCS
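Stable HEK293 clone (constitutively active GLP-1R + cAMP-response luciferase); 200 cells/uL plated, 12 h pre-culture, compound 24 hr, 37 deg C/5% CO2; detection reagent 12 min RT; luminescence.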
aSyn rescue: rescues yeast growth from alpha-synuclein toxicity | Yeast expressing alpha-synuclein, growth rescue, BacTiter-Glo, 24 h | Potency, µM (doses to about 46.1 µM), inactives show at the highest dose growth rescue (activation), actives largely listed as activators | 370,000 compounds, 0.14% hits | AID 652106; note: potency is the fitted concentration of half-maximal effect; % of control where 0% means no effect; nearly all actives have a fitted effect of over 65% in size
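Screening used galactose-induced yeast with toxic alpha-synuclein levels, exposed to compound for 24 hr at 30 deg C. Cell growth, read with BacTiter-Glo luminescence, gave the measured signal.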
PTHR1 ag: activates the human parathyroid hormone receptor PTHR1; Q03431; AID 743266; 410,000 compounds, 0.075% hits; HEK293 GP2 PTHR1 cells, GloSensor cAMP luminescence, 1 h; Potency, µM (series often up to 115 µM), without a hit: at the top dose activation, most hits filed as activators; note: potency is the fitted concentration of half-maximal effect; nearly all actives have a fitted effect of over 55% in size; some results filed as inactive show a strong effect at the top dose; inactives centre near -15; many of its hits are not listed in these tables
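HEK-293-derived GP2 cells expressing PTHR1 and a GloSensor cAMP reporter, 3,000/well, plated overnight, given luciferin plus IBMX (each 0.5 mM as added) for 1 h at 37 °C, then compound for 1 h at 37 °C. Luminescence was read after 15 min at room temperature.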
pAkt inh: blocks phosphorylation of Akt; Neuro2A IGF-stimulated pAkt S473 HTRF, 20 min; active compounds read low; activity change, % for hits at 50 µM; 360,000 compounds, 0.32% hits; AID 651550; in the data active = activity change below about -80%; inconclusive = mostly about -51% to -80%; note: % is set by controls: 0 for no effect and ±100 for the full control effect
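Neuro2A cells in DMEM with 0.5% FBS, overnight at 37 deg C, given compound at single 50 µM final, then IGF (6 nM final) for 20 min at 37 deg C. Lysed; phospho-Akt Ser473 by HTRF after 24 h, 665/615 ratio.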
TDP-43 yeast inh: TDP-43 toxicity inhibition in yeast | TDP-43 expressing yeast growth rescue, BacTiter-Glo, 24 h | Potency, µM (series often up to 46.1 µM), for inactives: top-dose growth rescue (activation), most hits filed as activators | 410,000 compounds, 1.8% hits | AID 652104; note: potency is the fitted concentration of half-maximal effect; % of control where 0% means no effect; nearly all actives have a fitted effect of over 50% in size
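Yeast cells expressing TDP-43 under galactose induction are exposed to compounds for 24 hr at 30 deg C. BacTiter-Glo luminescence measures growth, so protective compounds score as activators.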
The depositor's hits bear a star; i = inactive; ? = inconclusive; / = no result given; & = joins results of further samples; [ ] = another dose, or the depositor's remark. Unless noted, calls come from the whole dose curve; as a rule, active = well fitted curve in the direction sought with a large enough effect; inconclusive = small, poorly fitted or top-dose-only effect, or another doubt; inactive = no such curve, though single readings can be large; an effect the other way counts as inactive or inconclusive. Only part of the results is shown, so the mix of outcomes need not match the whole.

Structure,GLP1R cytotox,FUS suppressor,Abeta yeast res,MmCpn inh,GLP-1R inv ag,aSyn rescue,PTHR1 ag,pAkt inh,TDP-43 yeast inh
O=C(COc1ccc(S(=O)(=O)Nc2ccccc2)cc1)NCc1cccnc1,-7%,/,-4%,-1%,-22%,10%,i,i,1%
CC(C)c1cnc2c(c1SCC(=O)NC(C)(C)C)c(=O)n(C)c(=O)n2C,-2%,4%,-4%,/,2%,/,i,/,17%
CCCOC(=O)CSc1nc(N)c(C#N)c(-c2ccco2)c1C#N,-9%,11%,8%,/,11%,0%,-21%,i,25%
Cc1nnc(NC(=O)CSc2nc3c([nH]c4ccccc43)c(=O)n2-c2ccccc2)s1,-5%,-6%,-16%,/,6%,/,i,/,10%
CC[C@@]1(C(=O)OC)N[C@H](CN(C)C(=O)Nc2ccc(Cl)cc2)[C@@H]2C(=O)N(Cc3ccccc3)C(=O)[C@@H]21,-9%,7%,2%,-2%,-8%,0%,-38%[inhibitor],i,19%
CCOc1ccc(-n2c(-c3ccc(OC)cc3)cc3c2CC(C)(C)CC3=O)cc1,11%,?,-2%,/,?,/,-47%,/,12%
Cc1cnc(C(=O)OCC(=O)c2cc(C)n(CCc3ccc(F)cc3)c2C)cn1,2%,23%,-3%,/,-6%,-1%,-23%,i,25%
COC(=O)CC1N(S(=O)(=O)c2ccc(C)cc2)c2ccccc2C1(C(=O)OC)C(=O)OC (stereo not drawn),-2%,?,1%,/,-47%,11%,i,i,10%
Cc1ccccc1N(CC(=O)N/N=C/c1ccc(Cl)cc1)C(=O)c1ccccc1,?,20%,12%,0%,-13%,5%,-8%[57.5 µM],i,14%
CC(NC(=O)Cc1cccs1)C(c1cccs1)N1CCN(c2ccccc2)CC1 (stereo not drawn),-1%,15%,5%,/,35%[activator],9%,-4%[57.5 µM],i,0%
COc1cc([N+](=O)[O-])ccc1-c1ccc(/C=N/NC(=O)OC(C)(C)C)o1,26%,-5%,11%,2%,12%,3%,i,i,-6%
O=C(Nc1ccccc1)c1cc(S(=O)(=O)NCc2ccncc2)ccc1Cl,0%,/,-1%,0%,-30%,3%,-26%,i,-1%
CCN1C(=O)C(O)(C2COC(C)(C)CC2=O)c2cc(Br)ccc21 (stereo not drawn),-10%,-2%,-5%,0%,3%,0%,42%[57.5 µM],i,-25%
O=[N+]([O-])c1ccc(C(S(=O)(=O)Cc2ccccc2)S(=O)(=O)Cc2ccccc2)cc1,2%,-4%,7%,/,-18%,0%,-22%,i,27%
CCCCN(CC)CCNC(=O)Cn1cnc2sc(C)c(S(=O)(=O)N3CCC(C)CC3)c2c1=O,-17%&0%,8%&-14%,5%&-12%,1%,-23%&3%,-3%,7%,i,-16%&-5%
Cc1c2n(c3ccccc13)CCN(C)C2,0%,-11%,3%,1%,3%,-2%,i,i,13%
Cc1ccc(Nc2c([N+](=O)[O-])c(=O)n(C)c3ccccc23)cc1C,?,35%,3%,-1%,?,15%,0%[57.5 µM],i,?
CC(C)[C@@H](C(=O)O)N(Cc1cccc(CN([C@H](C(=O)O)C(C)C)S(C)(=O)=O)c1)S(C)(=O)=O,9%,-4%,0%,-1%,7%,-2%,-4%,i,22%
Cc1cccc(NC(=O)c2ccco2)c1C,-6%,-44%,-9%,-1%,0%,-5%,16%,i,-26%
O=[N+]([O-])c1cccc(-c2nnc(C3CC3)o2)c1,-2%,9%,-5%,1%,7%,1%,i,i,5%
Fc1ccc(-n2nnc(-c3cccnc3)n2)cc1,-12%,3%,-3%,/,22%,5%,-5%,i,?
C=CC[C@@H](CC(=O)N[C@@H](CO)Cc1ccccc1)C(=O)N[C@H](COC(=O)[C@H](CC=C)CC(=O)OC(C)(C)C)Cc1c[nH]c2ccccc12,-31%,36%,11%,-2%,?,5%,-16%,i,13%
O=C(CCl)Nc1ccc(S(=O)(=O)NC2=NCCCCC2)cc1,?,/,0%,-1%,?,-3%,-25%,i,-11%
Cc1cc(C)nc(-n2nc(C)c3c2N(Cc2ccccc2F)C(=O)CC3c2ccc(Cl)cc2)n1 (stereo not drawn),-15%,?,8%,/,7%,/,i,/,8%[9.22 µM]
Cc1cc(C)c(C)c(S(=O)(=O)NCC(=O)O)c1C,-14%,-3%,1%,-1%,5%,-11%,i,i,-5%
Cc1ccc(CN2C(=O)COc3cc(NS(C)(=O)=O)ccc32)cc1,-16%,11%,-9%,/,-27%,0%,-9%,i,-11%
CCN(c1ccccc1)S(=O)(=O)c1ccc(Oc2ccc([N+](=O)[O-])cc2)nc1,25%,3%,5%,1%,?,1%,-11%,i,12%
CC(C)Oc1ccc(C(=O)N2CCN(c3nc4c(F)cc(F)cc4s3)CC2)cc1,-9%,7%,-15%,/,-2%,/,-23%,/,7%
COc1cc(/C=C(\C#N)c2nc3ccccc3[nH]2)ccc1OCc1cccc(C(F)(F)F)c1,55%[activator],-1%,-14%,/,?,/,1%,/,-6%
CC1CCCCC12NC(=O)N(CC(=O)NCC(=O)Nc1ccc(F)c(F)c1F)C2=O (stereo not drawn),-9%,-6%,0%,3%,-7%,-2%,i,i,13%
Cc1cc(C)nc(NC(=O)CSc2ccccn2)n1,22%,3%,0%,2%,3%,-5%,i,i,24%
O=C1CC(Sc2ncccn2)C(=O)N1c1ccccc1 (stereo not drawn),1%,2%,-7%,2%,3%,-3%,i,i,-10%
CCNC(=S)NNC(=O)c1cc(C2CC2)nc2ccccc12,1%,24%,-5%,-1%,2%,1%,?,i,-4%
COc1ccccc1NC(=O)CC(=O)CSc1nnc(-c2ccc(C)cc2)n1-c1ccccc1,-25%,/,?,-4%,2%,1%,-6%,i,-26%
COc1ccc(-c2cccc(C(=O)Nc3ccc(C)cc3)c2)cc1,-8%,29%,?,2%,3%,3%,?,i,15%
Cc1cc(S(=O)(=O)N2CCCc3ccccc32)ccc1-n1cnnn1,9%,10%,18%,2%,2%,5%,i,i,19%
CN1C(=O)NC(c2ccc(O)cc2)C2=C1CN(c1ccccc1)C2=O (stereo not drawn),-9%,17%,12%,1%,26%,4%,i,i,21%
Cc1ccc(S(=O)(=O)Nc2ccc(NC(=O)c3cccs3)cc2)cc1,0%,0%,5%,0%,4%,-4%,i,i,0%
Cc1cccc(OCCCC(=O)Nc2ccc(S(N)(=O)=O)cc2)c1C,-25%,/,18%,-10%,-1%,-12%,-6%,i,-15%
COc1ccc(CNC(=O)NC2CCCCC2)cc1,5%,-6%,9%,1%,-14%,4%,-14%[57.5 µM],i,-2%
O=C(Nc1cccc2ccccc12)N1CCOCC1,-17%,23%,-6%,-1%,0%,3%,i,i,-8%
O=C(Nc1ccc(Cl)cc1)N1CC=CCC1,-7%,-6%,-3%,2%,4%,0%,i,i,?
C/C(=N/NC(=O)c1ccc(Cn2cccn2)o1)c1cccc(NC(=O)c2ccncc2)c1,-13%,25%,13%,0%,19%,-5%,i,i,17%
COc1ccc(-c2c(C)nn3c(C(F)(F)F)cc(-c4ccccc4)nc23)cc1OC,5%,-7%,3%,/,1%,/,-19%,/,?
O=C1C(Cl)=C(N2CCCCC2)C(=O)C(Cl)=C1c1cnc(N2CCCCC2)s1,-5%,?,-5%,-9%,-5%,-3%,-25%,i,1%
CNC(=O)c1ccc2c(c1)N=C(C)c1cc(C)ccc1S2,-25%,-17%,-4%,/,?,/,-11%,/,4%
